SKBR3 24h inh: SK-BR-3 proliferation inhibitors. 0.47% of 41,000 active. viability, % at 10 µM. SK-BR-3 viability, CellTiter-Glo ATP luminescence, 24 h; hits give low values. AID 847;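 active = viability at or below the median of all test compounds minus 3 SD, in both replicates if run twice, cut at about 45% in these data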;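 note: 100% = median untreated cell wells and 0% = median positive control drug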
Active calls of the source: *. Not all compounds are listed (hit frequency here may not be typical).

mol | SKBR3 24h inh
CSc1nc(NCCOCCO)c2sc3nc(-c4ccco4)c4c(c3c2n1)CCC4 | 84.6
COc1ccc(CC(=O)NC(C)c2nnc(SCC(=O)Nc3nc(C)cs3)n2C)cc1 (stereo not given) | 100.8
CCn1c(SCC(=O)c2cc(OC)ccc2OC)nnc1-c1ccncc1 | 93.2
CC(=O)c1cccc(N(CC(=O)NCC2CCCO2)C(=O)CCC(=O)Nc2cc(C)on2)c1 (stereo not given) | 132.6
COc1ccc(N2CCN(S(=O)(=O)/C=C/c3ccccc3)CC2)cc1 | 98.2
Cc1oc(-c2ccccc2)nc1Cn1cccc1C1=NC(c2ccccc2)CO1 (stereo not given) | 92.3
COc1ccc2[nH]c3c(NCCN(C(C)C)C(C)C)ncnc3c2c1 | 75.3
COc1cc(-c2nc(N)n[nH]2)cc(OC)c1OC | 174.8
COc1ccc(CCNC(=O)CN(C)S(=O)(=O)c2cccc3nsnc23)cc1OC | 104.0
Cc1ccc(-n2ncc3c(N4CCCC4)ncnc32)c(C)c1 | 80.9
COc1ccc(N2CCN(C(=O)CC3NC4CCCCC4NC3=O)CC2)cc1 (stereo not given) | 98.9
CCC(c1nnnn1CCOC)N1CCN(C(=O)c2ccco2)CC1 (stereo not given) | 88.2
COc1ccc(-c2nnc(SCCC(=O)O)n2-c2ccccc2)cc1 | 91.3
COc1ccc(-c2noc(-c3ccccc3-c3ccccc3)n2)cc1OC | 96.7
Cn1c([N+](=O)[O-])cnc1COC(N)=O | 100.8
CCC(=O)Nc1sc2c(c1C#N)CC(C)(C)NC2(C)C | 85.2
COCCn1c(SCCN2CCCCC2)nc2ccccc2c1=O | 81.6
C=CCn1c(C#N)c(N)sc1=N | 94.1
CCc1nccn1S(=O)(=O)c1ccc(Br)cc1Br | 89.9
Cc1ccc2[nH]c(C(=O)O)c(NC(=O)CN3CCN(c4cccc(C)c4C)CC3)c2c1 | 58.9
O=C(CCN1C(=O)C2C3C=CC(C3)C2C1=O)NC1CCCc2ccccc21 (stereo not given) | 101.2
CN1CCN(S(=O)(=O)c2ccc(NC(=O)c3cccc(S(=O)(=O)N4CCCC4)c3)cc2)CC1 | 105.0
CC1CCc2sc3ncn4nc(C(=O)NCc5ccco5)nc4c3c2C1 (stereo not given) | 78.0
Cc1cc(N)n2ncc(-c3cccc(Br)c3)c2n1 | 88.3
CCN(CC)C(=O)CSc1nnc(CCCCCNC(=O)OC(C)(C)C)o1 | 81.4
CC1(C)CC(=O)C2=C(C1)OC(c1ccncc1)C(C#N)=C2N (stereo not given) | 91.8
CC1CCCN(c2ccc(C(=O)NCc3cccs3)cn2)C1 (stereo not given) | 75.6
O=C(NCC1OCCc2ccccc21)c1ccco1 (stereo not given) | 113.3
Cn1c(=Nc2ccc(N3CCOCC3)cc2)ccc2ccccc21 | 71.7
O=C1CCCc2sc3c(c2N1)CCCCC3 | 88.4
O=C(c1ccco1)N1CCN(S(=O)(=O)c2ccc(C3CCCCC3)cc2)CC1 | 82.3
CCCNS(=O)(=O)c1cc(Br)cc2c1N(C(=O)CC)CC2 | 136.0
CCOC(=O)CC(=O)CSc1nc2sc(C)cc2c(=O)n1Cc1ccco1 | 72.9
Cc1ccc(C)c(CSc2nnc(-c3cccnc3)n2N)c1 | 99.5
CC1CN(CCc2ccccc2)c2nc3c(c(=O)[nH]c(=O)n3C)n2C1 (stereo not given) | 85.5
O=C(CCN1C(=O)C2CC=C(Cl)CC2C1=O)NC1CCCCC1 (stereo not given) | 68.6
CCOc1cc(C)c(C(C)C)cc1S(=O)(=O)N1CCN(C)CC1 | 98.0
COc1ccccc1CNC(=O)CN(c1ccc(C)cc1)S(=O)(=O)c1c(C)nn(C)c1C | 67.3
CCn1c(=O)n(CC(=O)Nc2cccc(OC)c2)c(=O)c2ccccc21 | 76.7
COc1ccc(OC)c(Nc2nc(-c3ccc(O)c(O)c3)cs2)c1 | 79.5
COCCCNC(=O)COc1cc(C)c(Cl)c(C)c1 | 104.2
COc1cc2c(cc1OC)CN(CC(=O)Nc1cccc(C)c1)CC2 | 67.2
O=C(NCCCNCCCNC(=O)c1ccccn1)c1ccccn1 | 106.5
CCOc1ccc(C2/C(=C(/O)c3ccc(OC)cc3)C(=O)C(=O)N2c2cc(C)on2)cc1OC (stereo not given) | 119.9
Fc1ccc(C2CC(c3ccccc3)n3ncnc3N2)cc1 (stereo not given) | 95.9
Clc1ccc(OCc2nnc(SCc3nc4ccccc4[nH]3)n2Cc2ccco2)cc1 | 83.9
O=C(CSc1nnnn1C1CCCCC1)Nc1ccc2c(c1)OCO2 | 82.4
CN1CCN(C(=O)CCn2nc(-c3ccccc3)c3ccccc3c2=O)CC1 | 88.0
COC(=O)c1sc(NC(=O)CSc2nc3cccnc3n2C2CCCCC2)nc1C | 79.2
O=c1c2ccccc2[nH]c(=S)n1CCN1CCC(=C(c2ccc(F)cc2)c2ccc(F)cc2)CC1 | 105.7

Next part.
mol | SKBR3 24h inh
Cc1cc2ncn(C(=O)c3ccc4c(c3)OCO4)c2cc1C | 84.4
Cn1c(=O)c2c(O)cc(=O)n(-c3ccccc3)c2n(C)c1=O | 88.6
Cc1ccc(C)c(N2CCN(C(=O)c3cc4sccc4n3C)CC2)c1 | 101.7
CCn1cc(C(=O)NCc2ccco2)c(=O)c2cc(F)c(N3CCN(C(=O)c4ccco4)CC3)cc21 | 102.6
Cc1nc(NC(=O)C23CCC(C)(C(=O)O2)C3(C)C)sc1C (stereo not given) | 98.5
CC(C)(C)C1CCC2(CC1)C(C#N)=C(SCC(=O)NC1CCCCC1)NC(=O)C2C#N (stereo not given) | 107.9
CCOC(=O)N1CCN(/C=C(\C#N)c2nc3ccccc3s2)CC1 | 83.0
COc1cccc(-c2cc(C(F)(F)F)nc(N3CCC(C)CC3)n2)c1 | 56.4
O=C(NCCN1CCOCC1)c1ccccc1Oc1ccccc1 | 81.3
COc1ccc(N2CCCn3c2nc2c3c(=O)n(CCN3CCOCC3)c(=O)n2C)cc1 | 102.4
CCc1nc2sc3ccccc3c(=O)c2c(=O)n1Cc1ccco1 | 90.1
CCc1cccc(NS(=O)(=O)c2ccc3c(c2)oc(=O)n3C)c1 | 72.7
CCOCCc1nnc(NC(=O)CN2C(=O)c3ccccc3C2=O)s1 | 86.7
O=S(=O)(NCC1CCCO1)c1ccc(Br)s1 (stereo not given) | 86.9
COc1cc(NC(=O)C2CCCO2)c(OC)cc1NC(=O)c1ccccc1 (stereo not given) | 98.9
CCOC(=O)c1cc2c(=O)n3cccc(C)c3nc2n(Cc2ccco2)c1=NC(=O)c1cccnc1 | 86.7
O=c1[nH]c(N2CCCCC2)nc2c1CCCC2 | 100.4
O=C(OC1CCCCC1)c1ccc(NC(=O)c2ccco2)cc1 | 75.4
CN(C(=O)c1ccno1)c1nnc(-c2cnccn2)s1 | 100.0
Cc1cc(=O)oc(C)c1C(=O)Nc1ccc2nsnc2c1 | 110.6
COc1ccc(C(c2nnnn2CC2CCCO2)N2CCN(c3ccccc3)CC2)cc1 (stereo not given) | 87.9
Cc1cc(C(=O)Nc2sc3c(c2C#N)CCCC3)no1 | 77.9
CC(C)(C)NC(=O)C(c1ccco1)N(C(=O)Cn1nnc(-c2ccc(F)cc2)n1)c1cccc(F)c1 (stereo not given) | 98.1
COCc1cc(C)n(CC(=O)Nc2ccccc2OC)c(=O)c1C#N | 73.5
Cc1nc2nc(COc3ccccc3)[nH]n2c(=O)c1Cl | 96.8

As a short view, some entries already given:
mol | SKBR3 24h inh
Cc1cc2ncn(C(=O)c3ccc4c(c3)OCO4)c2cc1C | 84.4
Cn1c(=O)c2c(O)cc(=O)n(-c3ccccc3)c2n(C)c1=O | 88.6
Cc1ccc(C)c(N2CCN(C(=O)c3cc4sccc4n3C)CC2)c1 | 101.7
CCn1cc(C(=O)NCc2ccco2)c(=O)c2cc(F)c(N3CCN(C(=O)c4ccco4)CC3)cc21 | 102.6

(list continues)
mol | SKBR3 24h inh
Cc1cccc2cc3c(NC(=O)c4ccccn4)nn(C)c3nc12 | 76.9
COc1nc(Oc2ccc(C(=O)OCC(N)=O)cc2)nc(N(C)C)n1 | 76.7
COC(=O)c1cc(-c2cccc(OC)c2)n[nH]1 | 101.1
O=C(NCCc1ccccc1)c1cc(-c2ccc3c(c2)OCO3)on1 | 92.2
CN(C)S(=O)(=O)c1ccccc1C#N | 89.0
O=C(CCc1ccccc1)Nc1ncc2c(n1)CCCC2=O | 98.9
O=C(Nc1cc(C(F)(F)F)ccc1Cl)c1cc(C2CC2)on1 | 71.5
CCCC(=O)Nc1nnc(-c2cccc(OCC)c2)s1 | 105.5
O=C(O)Cn1c(-c2ccccc2)nc2ccccc21 | 98.9
COC1(OC)N=C(N)C2(C#N)C(c3ccc4c(c3)OCO4)C12C#N (stereo not given) | 98.8
CC(=O)Nc1ccccc1N(C)S(=O)(=O)c1ccc(C)cc1 | 83.9
CCCOc1ccc(C(=O)N2CCCc3ccccc32)cc1 | 93.8
CCOC(=O)Nc1ccc2c(c1)nc(CN1CCN(C(C)=O)CC1)n2C | 105.5
CCN(CC)c1nc(-c2nn[nH]n2)nc(N(CC)CC)n1 | 89.4
CCCn1c2c(c(O)c(C(=O)Nc3ccccc3)c1=O)CCCC2 | 90.9
O=C(O)c1cc(-c2ccccc2)c(N2CCOCC2)s1 | 94.2
COCCNS(=O)(=O)c1ccc2c(c1)oc(=O)c1cc(S(=O)(=O)NCCOC)ccc12 | 99.2
COCCNC(=O)CSCc1c(F)cccc1Cl | 102.4
FC(F)(F)C12CC(c3ccccc3)=NCCN1CCN2 (stereo not given) | 92.0
COc1ccc2oc(=O)cc(C)c2c1 | 76.2
N#Cc1nc(N2CCOCC2)nc(N2CCOCC2)n1 | 103.1
O=C(O)C1C2C=CC3(CN(c4cccc(C(F)(F)F)c4)C(=O)C13)O2 (stereo not given) | 88.7
COc1ccc(CN(C)CCc2ccccn2)c(OC)c1OC | 76.2
Cc1ccc(S(=O)(=O)N(C)CC(=O)N2CCN(c3ccccn3)CC2)cc1 | 79.8
CCCC(C)C(=O)Nc1ccc2c(c1)OCCO2 (stereo not given) | 112.8
Cc1ccc(S(=O)(=O)N(C)CC(=O)NC2CC(C)(C)NC(C)(C)C2)cc1 | 88.4
CC(=O)c1cccc(-n2nnnc2SCC(=O)N2CCCC2)c1 | 82.7
O=C(c1ccccc1NS(=O)(=O)c1cccs1)N1CCOCC1 | 101.0
CS(=O)(=O)c1ccc2nc(NC3(C(F)(F)F)N=C4SCCN4C3=O)sc2c1 (stereo not given) | 96.7
Cn1c(NCCCN2CCOCC2)nc2c1c(=O)n(Cc1ccc(Cl)cc1)c(=O)n2C | 100.8
CCCOC(=O)CN1C(=O)c2ccccc2C1=O | 91.5
CCSc1nnc(CNc2ccc(F)cc2)n1CC1CCCO1 (stereo not given) | 116.6
N#CC(C(=O)OC1CCCCC1)c1nc2ccccc2nc1N1CCCCC1 (stereo not given) | 104.0
O=C(CSc1ncnc2c1oc1ccccc12)Nc1cccc(F)c1 | 84.1
CCC(=O)N1CCc2cc(Br)cc(S(=O)(=O)N3CCCCCC3)c21 | 118.7
FC(F)(F)c1cccc(-c2ccc(-c3csnn3)o2)c1 | 127.9
COc1ccc2c(c1)C(C)CC(C)(C)N2C(=O)CSc1ncn[nH]1 (stereo not given) | 91.9
Oc1ccccc1-c1cc(-c2ccccc2Cl)[nH]n1 | 118.7
c1coc(C2Nc3cccc4cccc(c34)N2)c1 | 89.4
CCC(=O)Nc1nc(C)c(Oc2ccccc2)c(=O)[nH]1 | 94.8
CCCn1c(SCC(N)=O)nc2c(c1=O)C1(CCCC1)Cc1ccccc1-2 | 87.1
Nc1nc(N2CCOCC2)nc2ccccc12 | 87.7
CC(C)(C)OC(=O)N1CCOCCOCCN(C(=O)OC(C)(C)C)CCOCCOCC1 | 56.9
CCOc1ccc(C(=O)Nc2ccc3c(c2)OCCO3)cc1OC | 86.6
CCOC(=O)N1CCN(C(=O)c2cnc3n(c2=O)CCS3)CC1 | 85.5
CC1(C)CC(=O)C2=C(C1)N(Cc1cccnc1)C(=O)C2(NC(=O)C1CC1)C(F)(F)F (stereo not given) | 100.2
CCCCn1c(NC(C)CC)nc2c1c(=O)[nH]c(=O)n2C (stereo not given) | 102.9
N#Cc1ccc(Oc2cccc(C(=O)O)c2)cc1C#N | 90.7
COc1ccc(F)cc1CN1CCN(C(=O)CCC(=O)Nc2nnc(C(C)C)s2)CC1 | 92.5
COC(=O)c1ccc(NC(=O)C2C3CCC(C3)C2C(=O)O)cc1 (stereo not given) | 81.2

Gathered by group: the compounds so far containing a tert-butyl group.
mol | SKBR3 24h inh
CCN(CC)C(=O)CSc1nnc(CCCCCNC(=O)OC(C)(C)C)o1 | 81.4
CC(C)(C)C1CCC2(CC1)C(C#N)=C(SCC(=O)NC1CCCCC1)NC(=O)C2C#N (stereo not given) | 107.9
CC(C)(C)NC(=O)C(c1ccco1)N(C(=O)Cn1nnc(-c2ccc(F)cc2)n1)c1cccc(F)c1 (stereo not given) | 98.1
CC(C)(C)OC(=O)N1CCOCCOCCN(C(=O)OC(C)(C)C)CCOCCOCC1 | 56.9

(continued)
mol | SKBR3 24h inh
COc1ccc(NC(=O)CCC2CCCC2)cc1OC | 96.4
O=C(NCc1ccco1)c1ccccc1NS(=O)(=O)c1ccc2c(c1)OCCO2 | 98.7
O=C(c1ccccc1-c1ccccc1)N1CCN(c2ccccn2)CC1 | 88.1
c1ccc(Cn2ncc3c2ncn2c(-c4ccncc4)nnc32)cc1 | 92.8
CCCCn1c(=N)n(CC(O)COc2cccc(C)c2)c2ccccc21 (stereo not given) | 62.1
O=C(c1cc(F)c(F)cc1Cl)N1CCCCC1 | 102.8
Cn1c(=O)n(Cc2ccccc2)c(=O)c2c1nc1n2CCS1 | 120.4
CC1(C)Cc2c(sc3c2c(=N)n(Cc2ccco2)c(=O)n3CC(=O)Nc2cccc(Cl)c2)CO1 | 98.9
O=C(NC1CCC(C(=O)O)CC1)OCc1ccccc1 (stereo not given) | 82.7
O=C(Nc1cnn(Cc2ccc(F)cc2)c1)c1cc(-c2cccs2)on1 | 84.2
COc1ccc(Br)cc1S(=O)(=O)n1ccnc1C | 100.8

Screening data (PubChem BioAssay)
